Screening data from PubChem BioAssay.
LDHA block: qHTS assay for inhibitors of human lactate dehydrogenase. L-lactate dehydrogenase A chain (Homo sapiens), P00338. purified LDHA, NADH/diaphorase-resazurin fluorescence; stronger effect = lower value. activity change, % (values are at about 110 or 230 µM). actives 0.15% (n = 480,000). AID 1347041, 2019; in the data active = activity change below about -30%; inconclusive = mostly about -25% to -30%;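 note: plate controls were DMSO wells for no effect and wells without enzyme for full effect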
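Human LDH5 at 2 nM final in Tris HCl pH 7.4 with 0.06 mM NADH and 0.2 mM pyruvate, reacted 5 minutes at room temperature. Remaining NADH coupled via diaphorase/resazurin; resorufin fluorescence read at 0 and 20 minutes, normalized to enzyme-free and DMSO wells.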
Glioma ERSR ind: qHTS for Inducers of the Endoplasmic Reticulum Stress Response (ERSR) in Human Glioma: qHTS; AID 602332, 2012; U87-MG GRP78 promoter luciferase reporter, 16 h; actives 0.02% (n = 420,000); Potency, µM, inactives show at the top dose activation, most hits filed as activators; note: potency is the fitted concentration of half-maximal effect; series mostly up to about 76 µM; % of control where 0% means no effect; nearly all actives have a fitted effect of over 35% in size
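ERSR induction read as luciferase luminescence (Bright-Glo, 10 min at room temperature) in stably transfected human U87-MG glioma cells exposed to compounds for 16 h, using GRP78 as sensor.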
Vif-APOBEC3F blk: qHTS for Inhibitors of Vif-A3F Interactions: qHTS; actives 0.2% (n = 390,000); AID 602313, 2012; HeLa A3F-eYFP + Vif (tagged APOBEC3F with the HIV-1 protein that degrades it), YFP fluorescence increase; Potency, µM (highest dose often 46.1 µM), for inactives: at the top dose activity, negative = active; note: potency is the fitted concentration of half-maximal effect; % of control where 0% means no effect; nearly all actives have a fitted effect of over 65% in size
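Fluorescence increase (Ex 488/Em 500-530) after overnight compound treatment at 37 deg C flags inhibition of Vif-driven A3F-eYFP loss in stable HeLa A3F-eYFP/Vif cells seeded overnight beforehand.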
Vif-APOBEC3G blk: qHTS for Inhibitors of Vif-A3G Interactions: qHTS | actives 0.076% (n = 410,000) | HeLa A3G-eYFP + Vif (tagged APOBEC3G with the HIV-1 protein that degrades it), YFP fluorescence, overnight | Potency, µM (series often up to 46.1 µM), for the others: top-dose activity, negative = active, most hits filed as inhibitors;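 note: potency is the fitted concentration of half-maximal effect; % is set by controls: 0 for no effect and ±100 for the full control effect; nearly all actives have a fitted effect of over 60% in size; hits raise eYFP signal because A3G escapes Vif-driven loss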
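Read-out is eYFP fluorescence (Ex 488/Em 500-530) from Vif-expressing HeLa A3G-eYFP cells; more signal means A3G escaped Vif-mediated degradation. Cells plated overnight, compound pinned in, incubated overnight at 37 deg C.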
RGS4 inhibitor: Inhibitors of Regulator of G Protein Signaling (RGS) 4: qHTS. Regulator of G-protein signaling 4 (Homo sapiens), P49798. Potency, µM (highest dose often 114 µM), inactives show at the highest dose activity change, negative = inhibition, most hits filed as inhibitors. Transcreener GDP fluorescence polarization, RGS4-accelerated GTP hydrolysis. actives 0.039% (n = 390,000); note: potency is the fitted concentration of half-maximal effect; % is set by controls: 0 for no effect and ±100 for the full control effect; nearly all actives have a fitted effect of over 75% in size; some results filed as inactive show a strong effect at the top dose
Target sequence (P49798 whole entry, looked up): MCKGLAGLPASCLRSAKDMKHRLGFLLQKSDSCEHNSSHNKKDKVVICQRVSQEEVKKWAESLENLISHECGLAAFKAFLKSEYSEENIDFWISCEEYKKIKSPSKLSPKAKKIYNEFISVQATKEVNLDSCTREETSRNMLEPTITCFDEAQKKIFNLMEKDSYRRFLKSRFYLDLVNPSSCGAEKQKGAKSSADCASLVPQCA
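MLSMR compounds (23 nl, pin-transferred) preincubated 10 min at room temperature with a 500nM (2x) first reagent, then RGS4 at 900nM (2x) plus Transcreener GDP mix added; fluorescence polarization (620/688 nm) read before and after 90 min at 30 °C.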
12-LOX inh: Primary qHTS assay for inhibitors of human arachidonate 12S-lipoxygenase (ALOX12): Round 2. Polyunsaturated fatty acid lipoxygenase ALOX12 (Homo sapiens), P18054. purified 12hLO, xylenol orange hydroperoxide absorbance. Potency, µM (series often up to 108 µM), for inactives: at the highest dose activity change, negative = inhibition, hits mostly inhibitors. actives 1.1% (n = 580,000). AID 1671190, 2021; note: potency is the fitted concentration of half-maximal effect; % is set by controls: 0 for no effect and ±100 for the full control effect
Target sequence (P18054 whole entry, looked up): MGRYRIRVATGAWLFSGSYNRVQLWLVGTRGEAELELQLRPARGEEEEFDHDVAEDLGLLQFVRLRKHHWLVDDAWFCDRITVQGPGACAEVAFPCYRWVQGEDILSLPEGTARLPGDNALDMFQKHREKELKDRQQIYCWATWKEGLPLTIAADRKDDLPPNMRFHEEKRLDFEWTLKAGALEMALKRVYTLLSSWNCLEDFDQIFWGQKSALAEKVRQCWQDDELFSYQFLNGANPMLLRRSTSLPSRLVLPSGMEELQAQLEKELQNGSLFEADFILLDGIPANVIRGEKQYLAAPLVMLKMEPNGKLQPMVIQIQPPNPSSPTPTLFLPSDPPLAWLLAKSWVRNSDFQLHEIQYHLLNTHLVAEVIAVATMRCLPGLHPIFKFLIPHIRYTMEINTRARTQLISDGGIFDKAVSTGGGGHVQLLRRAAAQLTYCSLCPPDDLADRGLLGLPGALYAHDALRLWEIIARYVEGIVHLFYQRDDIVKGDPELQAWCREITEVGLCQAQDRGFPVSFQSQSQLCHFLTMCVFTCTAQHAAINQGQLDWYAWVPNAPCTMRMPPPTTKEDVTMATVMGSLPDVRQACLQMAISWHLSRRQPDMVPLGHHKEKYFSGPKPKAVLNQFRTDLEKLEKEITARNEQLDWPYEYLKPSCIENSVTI
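Purified human 12hLO (150 nM final) in 25 mM Hepes, 0.01% Triton X-100, pH 7.0 was preincubated 15 min at room temperature with compound. Then 40 uM arachidonic acid was added, 30 min. Hydroperoxide was read by Fe-XO absorbance ratio 573/405 nm.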
ERG Ets-DNA blk: qHTS for Small Molecule Inhibitors of the ERG Ets/DNA interaction; Transcriptional regulator ERG (Homo sapiens), P11308; Potency, µM (doses to about 76.9 µM), without a hit: top-dose FP activity, negative = inhibition, usual class: inhibitors; actives 0.028% (n = 370,000); fluorescence polarization, His-ERG Ets domain / labelled DNA; AID 624246, 2012; active = well fitted inhibition curve with a large enough effect in the polarisation, with a control signal flat; inconclusive = small, poorly fitted or top-dose-only effect, or effect the other way, or a change in a side signal; inactive = no such curve, though single readings can be large or run the other way; the % refers to the polarisation;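 note: polarization taken with two DNA probes labelled with fluorescein and Texas red; potency is the fitted concentration of half-maximal effect; % of control where 0% means no effect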
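His-tagged ERG Ets domain (1 uM in the protein solution; 300mM KCl, 50mM Tris-HCl, 1mM EDTA, 1mM DTT, pH 7.5) received compound, then a probe mix of 5 nM fluorescein-DNA and 100nM Texas-615-DNA. Fluorescence polarization was read for both dyes.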
D2 antag: HTS Assay for Allosteric Antagonists of the Human D2 Dopamine Receptor: Primary Screen for Antagonists | D(2) dopamine receptor (Homo sapiens), P14416 | HEK293 TREx D2 cells, calcium flux, dopamine EC80 | inhibition, % at 10 µM | actives 2% (n = 340,000); in the data active = inhibition above about 30%; note: 0% is about no effect
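Calcium mobilization kinetics were recorded at 1 s intervals in tetracycline-induced HEK293 T-REx D2 cells, first for 180 s after compound addition and then 180 s after EC80 dopamine.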
D2 agonist: HTS Assay for Allosteric Agonists of the Human D2 Dopamine Receptor: Primary Screen for Agonists; D(2) dopamine receptor (Homo sapiens), P14416; HEK293 T-REx D2 cells, calcium flux agonist mode; activation, % at 2 µM; actives 0.53% (n = 340,000); AID 485358, 2010;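 active = activation over 3 SD above normal in the single-dose calcium agonist read, cut at about 30% in these data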; note: 0% is about no effect
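Agonism scored from kinetic calcium signal (1 read/sec, 180 s) following compound pin transfer, after a 10 s baseline. Cells: HEK293 Trex line expressing inducible D2 receptor coupled to calcium, dye-loaded after overnight culture at 30 C.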
An asterisk follows results filed as active; ? = inconclusive; · = no result given; & = joins results of further samples; [ ] = remark or other dose. Unless noted, calls come from the whole dose curve; as a rule, active = well fitted curve in the direction sought with a large enough effect; inconclusive = small, poorly fitted or top-dose-only effect, or another doubt; inactive = no such curve, though single readings can be large; an effect the other way counts as inactive or inconclusive. The list is partial; the hit share may differ from the screen's.

Below each compound: LDHA block	Glioma ERSR ind	Vif-APOBEC3F blk	Vif-APOBEC3G blk	RGS4 inhibitor	12-LOX inh	ERG Ets-DNA blk	D2 antag	D2 agonist
> COc1ccc(CN2CCC[C@]3(N[C@H](c4ccc(C)cc4)[C@@H]4C(=O)N(C)C(=O)[C@@H]43)C2=O)cc1
 : 0	-7%	-5%	5%	·	?	·	·	·
> NC(=O)c1nsc(C(=O)N(Cc2ccco2)C(C(=O)NCC2CCCO2)c2ccc(F)cc2)c1N (stereo not given)
 : -10	0%	3%	-1%	25%	-4%	6%	-8	-2.5
> COc1cccc(-n2cc(C(=O)NCc3ccc(C)cc3)c3ccccc3c2=O)c1
 : 0	-2%	9%	-3%	-35%	0%	-1%	·	-0.4
> c1ccc2c(c1)Cn1c-2nc2ccccc21
 : -3	-11%	1%	-1%	39%	-4%	-6%	19	0.5
> CC1CCCN(C(=O)CCCC(=O)N2CCCC(C)C2)C1 (stereo not given)
 : -3	0%	0%	3%	7%	?	-4%	-1	0.0
> CN(C)CCNS(=O)(=O)c1ccc(Cl)cc1
 : -3	-6%	7%	6%	-24%[11.4 µM]	?	1%	17	-1.1
> Cc1cc(NS(=O)(=O)c2ccc(NC(=O)c3cnc4sccn4c3=O)cc2)nc(C)n1
 : -3	2%	2%	0%	-14%	4%[57.4 µM]	3%	-24	-0.1
> CC1CN(CCC(=O)Nc2ccccc2F)CC(C)O1 (stereo not given)
 : -1	-7%	-3%	1%	-7%	11%	6%	-7	0.0
> CC1CCCCN1CC(=O)Nc1sc2c(c1C#N)CCC2 (stereo not given)
 : 1	0%	3%	-2%	-24%[56.9 µM]	-24%	4%	-9	-1.2
> COc1ccc2nc(NC(=O)c3cccc(S(=O)(=O)N4CCOCC4)c3)sc2c1
 : 2	-7%	-7%	1%	-16%	0%[57.4 µM]	2%	6	-1.3
> CCOC(=O)c1cnc(Nc2nc3ccccc3o2)nc1C
 : -1	-9%	0%	4%	14%	16%	-2%	-6	-0.8
> CC(C)c1ccc(OCC(=O)NNC(=S)NC(=O)C2CC2)cc1
 : -7	-2%	-3%	4%	-30%	?	8%	12	0.2
> O=C(O)c1ccc(CNC(=O)C2CCCN2C(=O)OCc2ccccc2)cc1 (stereo not given)
 : -3	2%	3%	-5%	-4%	-7%	-4%	24	0.1
> O=C(Nc1cc(C(F)(F)F)ccc1N1CCOCC1)c1ccncc1
 : 0	0%	9%	0%	0%	3%	-5%	·	·
> Cc1ccc(S(=O)(=O)N2CCCOC2CNC(=O)C(=O)NCc2cccs2)cc1 (stereo not given)
 : 2	-4%	0%	-27%	-4%	-16%	0%	-13	-1.1

Three compounds already listed, arranged by molecular weight, rising.
Below each compound: LDHA block	Glioma ERSR ind	Vif-APOBEC3F blk	Vif-APOBEC3G blk	RGS4 inhibitor	12-LOX inh	ERG Ets-DNA blk	D2 antag	D2 agonist
> CC1CN(CCC(=O)Nc2ccccc2F)CC(C)O1 (stereo not given)
 : -1	-7%	-3%	1%	-7%	11%	6%	-7	0.0
> CC1CCCN(C(=O)CCCC(=O)N2CCCC(C)C2)C1 (stereo not given)
 : -3	0%	0%	3%	7%	?	-4%	-1	0.0
> Cc1ccc(S(=O)(=O)N2CCCOC2CNC(=O)C(=O)NCc2cccs2)cc1 (stereo not given)
 : 2	-4%	0%	-27%	-4%	-16%	0%	-13	-1.1

Shown with bars between the fields: part of the list above.
Molecule | LDHA block | Glioma ERSR ind | Vif-APOBEC3F blk | Vif-APOBEC3G blk | RGS4 inhibitor | 12-LOX inh | ERG Ets-DNA blk | D2 antag | D2 agonist
c1ccc2c(c1)Cn1c-2nc2ccccc21 | -3 | -11% | 1% | -1% | 39% | -4% | -6% | 19 | 0.5
COc1ccc(CN2CCC[C@]3(N[C@H](c4ccc(C)cc4)[C@@H]4C(=O)N(C)C(=O)[C@@H]43)C2=O)cc1 | 0 | -7% | -5% | 5% | · | ? | · | · | ·

Next part
Below each compound: LDHA block	Glioma ERSR ind	Vif-APOBEC3F blk	Vif-APOBEC3G blk	RGS4 inhibitor	12-LOX inh	ERG Ets-DNA blk	D2 antag	D2 agonist
> CC(C)Nc1nc(N(c2ccccc2)c2ccccc2)nc(-n2ccnc2)n1
 : 0	4%	·	-3%	-8%	51%[activator]	-7%	-3	2.6
> CN(C)CCNC(=O)CCCN1C(=O)c2cccnc2Oc2ccc(Cl)cc21
 : -5	-2%	-3%	1%	-32%	-26%	-5%	·	-0.2
> CCC(C)NC(=O)C(=O)NC1CCCC1 (stereo not given)
 : -3	3%	2%	0%	39%	-1%	5%	-3	0.6
> Cc1cc(C(=O)O)c(CSCc2cc(C(=O)O)oc2C)o1
 : -2	-1%	-3%	1%	5%	?	·	16	0.5
> O=Cc1c(N2CCN(c3ccccc3)CC2)nc2ccccn2c1=O
 : 2	-1%	0%	-7%	-1%	0%	9%	-11	0.4
> CC(=O)Nc1cccc(-c2nnc(SCC(=O)c3cc([N+](=O)[O-])ccc3Cl)o2)c1
 : -5	-3%	6%	-22%	-16%	-9%	0%	·	·
> Cc1ccsc1C(=O)N1CCN(c2ncc(C(F)(F)F)cc2Cl)CC1
 : -1	-4%	-5%	0%	-17%	68%[activator]	-4%	·	·
> C[C@H]1CN([C@@H](C)CO)C(=O)CCCn2cc(nn2)CO[C@@H]1CN(C)C(=O)Nc1ccccc1F
 : -2	-3%	7%	-2%	·	-9%	·	·	·
> Cc1cc(S(=O)(=O)NCCc2ccncc2)cc(C)c1F
 : -2	-5%	-12%	-3%	3%	?	-4%	·	·
> O=C(/C=C/c1ccc(F)cc1)N1CCCN(C(=O)/C=C/c2ccc(F)cc2)CC1
 : -1	-4%	0%	-2%	-16%	-4%	3%	9	-1.7
> COc1cc(NC(=O)CCl)ccc(=O)c1
 : 5	-1%	-9%	?	·	-6%	·	·	·
> CCCCn1c(SCC(=O)N2CCOCC2)nc2c1c(=O)n(C)c(=O)n2C
 : -3	-1%	10%	1%	0%	-28%	-3%	-15	4.7
> CCOC(=O)c1c(C)[nH]c(C(=O)COC(=O)C2(C)CC2(Cl)Cl)c1C (stereo not given)
 : -9	6%	3%	0%	-5%	-5%	-5%	13	-1.3
> COc1ccc2c(c1)NC(c1ccc(OCC(C)C)cc1)=NC(c1ccncc1)=N2
 : 6	-4%	-1%	-7%	-1%	-5%	11%	·	-1.4
> COc1ccccc1CNC(=O)c1c(O)nc2c(C)cccn2c1=O
 : 0	-2%	-1%	3%	19%	-16%	-2%	·	-0.6
> O=C(c1ccccc1CCc1ccccc1)N1CCOCC1
 : -3	1%	3%	1%	25%	489%[activator]	-2%	-23	0.7
> CN(C)S(=O)(=O)N(CC(=O)NCCSCc1cccc(Cl)c1)c1ccccc1
 : 3	7%	-7%	2%	-24%	0%	4%	·	-1.5
> Clc1ccc(-c2cc(C3CCNCC3)[nH]n2)c(Cl)c1
 : -10	1%	18%	1%	26%	-26%	6%	3	1.1
> CCCNS(=O)(=O)c1ccc(CCC(=O)N2CCN(CC)CC2)cc1
 : -6	0%	-4%	-5%	24%	5%[57.4 µM]	·	-10	-0.4
> COc1ccc(OC)c(CNC(=O)CCc2cn(C)c3ccccc23)c1
 : -2	5%	-14%	-13%	27%	-6%	1%	-14	-0.8
> COc1ccc2nc(SC(C)C(=O)NCC(=O)Nc3ccc(F)c(F)c3F)[nH]c2c1 (stereo not given)
 : -1	3%	5%	0%	-29%	-27%	-8%	0	-0.3
> CC(NCc1cccs1)c1ccccc1 (stereo not given)
 : 4&0	-4%	-7%	8%	2%[11.4 µM]	-42%&-18%	-6%	9	0.9
> O=C(OCC(=O)N1CCCC1)c1ccc(O)cc1
 : -3	-2%	5%	1%	-24%	1%	10%	8	-0.8
> O=C(O)CCC(=O)NNC(=O)c1ccc([N+](=O)[O-])cc1
 : -2	-2%	2%	3%	-19%[11.4 µM]	10%	-2%	-1	0.0
> O=C(NCc1ccc(F)cc1F)c1cc(COc2c(F)cccc2F)on1
 : -4	-3%	-12%	4%	-29%	31%[activator]	?	-7	1.7
> Cc1ccc(OCCN2C(=O)C(=O)c3cc(C)ccc32)cc1
 : -2	2%	-1%	-24%	-23%[56.9 µM]	?	-2%	-22	1.2
> Cc1nnc(SCC(=O)NC2CCCc3ccccc32)n1-c1ccccc1 (stereo not given)
 : -2	-2%	4%	0%	7%	-8%	12%	-7	-0.1
> CCCn1c(SCC(=O)N2CCN(C(C)=O)CC2)nc2sc3c(c2c1=O)CCC3
 : -1	-4%	-8%	-1%	15%	-23%	0%	-1	-1.8
> Cn1c(COc2ccccc2Br)nc2ccccc21
 : -1	3%	6%	-4%	-11%	14%	3%	3	-0.9
> O=C(Nc1ncccc1O)c1cccc(S(=O)(=O)N2CCCc3ccccc32)c1
 : 8	2%	1%	-2%	-1%	-1%	-2%	·	·
